Pf apPOL block: Pf-apPOL inhibitors, biochemical, fluorescence; Plasmodium falciparum apicoplast DNA polymerase (apPOL); Recombinant Pf-apPOL, molecular beacon fluorescence, 1.5 h; inhibition, % at 10 µM; 210,000 compounds, 0.25% hits
mHTT-CaM PPI inh: mutant huntingtin-calmodulin interaction inhibitors – biochemical, AlphaScreen, primary screen; P42858; AlphaScreen His-mHTT/GST-CaM binding, luminescence; inhibition, % at 15 µM; 190,000 compounds, 3.6% hits; AID 1671202, 2021;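 further: 0% = both proteins with DMSO and 100% = one protein alone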
Target sequence (P42858 whole entry, looked up, stated change not applied): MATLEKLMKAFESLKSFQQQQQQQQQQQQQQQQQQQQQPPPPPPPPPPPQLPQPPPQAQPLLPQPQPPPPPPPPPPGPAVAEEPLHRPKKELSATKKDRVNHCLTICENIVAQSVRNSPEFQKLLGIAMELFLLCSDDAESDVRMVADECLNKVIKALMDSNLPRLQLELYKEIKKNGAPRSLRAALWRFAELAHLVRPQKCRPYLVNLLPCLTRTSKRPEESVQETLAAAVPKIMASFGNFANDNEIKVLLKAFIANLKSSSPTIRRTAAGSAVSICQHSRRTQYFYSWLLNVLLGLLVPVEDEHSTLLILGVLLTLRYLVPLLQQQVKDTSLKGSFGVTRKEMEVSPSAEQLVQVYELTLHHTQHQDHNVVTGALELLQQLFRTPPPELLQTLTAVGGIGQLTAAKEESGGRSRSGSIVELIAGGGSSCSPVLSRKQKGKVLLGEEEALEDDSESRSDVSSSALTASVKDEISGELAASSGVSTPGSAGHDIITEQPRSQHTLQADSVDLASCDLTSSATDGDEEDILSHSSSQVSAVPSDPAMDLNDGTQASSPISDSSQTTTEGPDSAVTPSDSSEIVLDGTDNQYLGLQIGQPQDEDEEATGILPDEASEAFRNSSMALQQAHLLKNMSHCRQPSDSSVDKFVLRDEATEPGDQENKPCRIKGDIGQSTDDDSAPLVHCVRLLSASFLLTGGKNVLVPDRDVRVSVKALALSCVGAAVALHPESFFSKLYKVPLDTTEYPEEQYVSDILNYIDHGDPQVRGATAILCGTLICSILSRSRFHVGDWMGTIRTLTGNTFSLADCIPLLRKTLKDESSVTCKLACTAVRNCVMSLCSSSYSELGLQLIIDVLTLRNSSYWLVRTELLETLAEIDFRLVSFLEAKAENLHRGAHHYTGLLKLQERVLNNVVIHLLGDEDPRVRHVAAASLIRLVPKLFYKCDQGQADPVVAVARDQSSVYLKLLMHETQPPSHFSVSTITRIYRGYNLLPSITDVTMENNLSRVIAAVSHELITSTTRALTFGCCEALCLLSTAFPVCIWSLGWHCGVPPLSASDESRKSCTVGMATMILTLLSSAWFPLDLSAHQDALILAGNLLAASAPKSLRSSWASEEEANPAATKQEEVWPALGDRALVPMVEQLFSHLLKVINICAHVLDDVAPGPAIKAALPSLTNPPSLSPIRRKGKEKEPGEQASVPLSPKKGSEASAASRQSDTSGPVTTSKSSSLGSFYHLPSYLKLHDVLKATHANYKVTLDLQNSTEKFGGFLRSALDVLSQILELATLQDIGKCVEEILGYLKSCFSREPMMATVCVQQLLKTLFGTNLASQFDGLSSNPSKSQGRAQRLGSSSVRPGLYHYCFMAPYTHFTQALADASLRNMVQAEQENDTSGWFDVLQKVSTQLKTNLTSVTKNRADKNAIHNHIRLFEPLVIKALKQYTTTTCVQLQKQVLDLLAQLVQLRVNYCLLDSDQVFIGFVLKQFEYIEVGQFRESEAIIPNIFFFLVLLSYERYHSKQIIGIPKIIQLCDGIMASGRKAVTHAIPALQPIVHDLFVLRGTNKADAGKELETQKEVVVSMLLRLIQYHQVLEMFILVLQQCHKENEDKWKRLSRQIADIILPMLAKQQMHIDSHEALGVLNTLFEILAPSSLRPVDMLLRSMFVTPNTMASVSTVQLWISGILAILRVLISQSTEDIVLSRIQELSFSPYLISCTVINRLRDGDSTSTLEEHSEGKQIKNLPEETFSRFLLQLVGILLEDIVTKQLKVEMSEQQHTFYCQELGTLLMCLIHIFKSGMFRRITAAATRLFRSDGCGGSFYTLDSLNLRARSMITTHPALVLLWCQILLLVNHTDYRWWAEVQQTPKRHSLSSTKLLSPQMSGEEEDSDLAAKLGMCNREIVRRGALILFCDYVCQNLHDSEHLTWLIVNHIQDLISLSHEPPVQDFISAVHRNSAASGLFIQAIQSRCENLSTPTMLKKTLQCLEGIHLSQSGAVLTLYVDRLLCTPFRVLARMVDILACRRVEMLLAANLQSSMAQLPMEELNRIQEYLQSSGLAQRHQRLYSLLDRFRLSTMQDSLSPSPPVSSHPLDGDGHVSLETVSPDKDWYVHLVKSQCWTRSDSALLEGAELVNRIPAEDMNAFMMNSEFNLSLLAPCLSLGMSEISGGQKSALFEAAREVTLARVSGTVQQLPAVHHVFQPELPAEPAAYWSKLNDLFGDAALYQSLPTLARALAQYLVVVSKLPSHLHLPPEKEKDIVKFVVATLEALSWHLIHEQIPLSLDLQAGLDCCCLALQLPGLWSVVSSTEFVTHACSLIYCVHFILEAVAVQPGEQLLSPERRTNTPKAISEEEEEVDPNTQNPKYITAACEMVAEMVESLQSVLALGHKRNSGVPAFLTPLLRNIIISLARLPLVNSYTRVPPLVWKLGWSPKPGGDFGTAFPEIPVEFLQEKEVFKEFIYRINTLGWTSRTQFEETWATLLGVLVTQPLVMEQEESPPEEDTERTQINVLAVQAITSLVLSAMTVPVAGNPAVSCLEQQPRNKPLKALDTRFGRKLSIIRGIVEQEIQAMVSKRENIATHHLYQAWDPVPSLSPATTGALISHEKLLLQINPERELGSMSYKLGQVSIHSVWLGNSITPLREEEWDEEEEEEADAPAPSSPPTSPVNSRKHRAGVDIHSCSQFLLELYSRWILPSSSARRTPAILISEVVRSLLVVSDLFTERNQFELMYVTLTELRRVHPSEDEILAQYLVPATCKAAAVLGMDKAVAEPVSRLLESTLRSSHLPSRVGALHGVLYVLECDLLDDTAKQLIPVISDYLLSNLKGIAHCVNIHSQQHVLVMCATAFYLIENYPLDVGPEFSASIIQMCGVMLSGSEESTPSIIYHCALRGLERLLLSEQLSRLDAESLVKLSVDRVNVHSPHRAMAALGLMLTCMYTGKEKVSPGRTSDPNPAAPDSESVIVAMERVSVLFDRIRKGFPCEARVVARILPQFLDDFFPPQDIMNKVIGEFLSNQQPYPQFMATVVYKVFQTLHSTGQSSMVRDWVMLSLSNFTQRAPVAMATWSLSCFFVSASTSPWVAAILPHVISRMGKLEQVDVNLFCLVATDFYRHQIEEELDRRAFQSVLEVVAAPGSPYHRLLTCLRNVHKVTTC
Numbers without * were called inactive; . = not tested or not shown; & = joins results of further samples. No stated cut-off is given here; in the data, active means inhibition above about 50%; inactive means the rest. A portion of the library, so the mix of outcomes need not match the whole.

A first look (3 entries):
SMILES | Pf apPOL block | mHTT-CaM PPI inh
O=C(Cc1csc(NC(=O)c2ccsc2)n1)Nc1cccnc1 | -5.0 | 0.8
CCS(=O)(=O)N(CC(=O)O)c1ccc(OC)cc1 | 2.6 | -1.4
COc1cccc(OC)c1C(=O)Nc1c2c(nn1-c1cccc(C)c1)CSC2 | 2.9 | 33.0

The list itself, repeating the preview:
SMILES | Pf apPOL block | mHTT-CaM PPI inh
O=C(Cc1csc(NC(=O)c2ccsc2)n1)Nc1cccnc1 | -5.0 | 0.8
CCS(=O)(=O)N(CC(=O)O)c1ccc(OC)cc1 | 2.6 | -1.4
COc1cccc(OC)c1C(=O)Nc1c2c(nn1-c1cccc(C)c1)CSC2 | 2.9 | 33.0
O=C1CC(NCc2ccco2)C(=O)N1c1ccc(OC(F)(F)Cl)cc1 (configuration not stated) | -4.9 | 2.0
CC1(C(=O)NCc2ccccc2)CCCN(C(=O)Nc2cccc(Br)c2)C1 (configuration not stated) | 3.6 | 0.9
COc1cc2c(cc1NC(=O)c1cccc([N+](=O)[O-])c1)oc1ccccc12 | -1.5 | 1.5
O=C(c1cc2cc(Cl)ccc2[nH]1)N1CCN(c2ccc(F)cc2)CC1 | -7.5 | .
Cc1ccc(NC(=O)N2CCc3nc[nH]c3C2)cc1 | -2.5 | -9.0
OC(CSc1ccc(F)cc1)CN1CCN(c2ccc(C(F)(F)F)cn2)CC1 (configuration not stated) | -4.8&-2.8 | .
CCOc1cc2c(cc1OCC)C1CC(=O)N(c3ccc(C)cc3)C(=O)N1CC2 (configuration not stated) | -4.4 | 3.7
Cn1c(=O)c2nc(-c3ccccc3I)oc2c2ccccc21 | -1.4 | 1.0
S=C(NC1CCCCC1)N1CCOCC1 | . | -4.2
CS(=O)(=O)c1ccc(Cc2nnc(NC(=O)CSc3ccc(Cl)cc3)o2)cc1 | -25.0 | 56.5*
O=[N+]([O-])c1cccc(-c2nnc(C3c4ccccc4Oc4ccccc43)o2)c1 | 7.6 | .
Cn1c(Cl)cnc1C1CC(c2cc(Cl)ccc2O)=NN1 (configuration not stated) | 3.0 | 67.0*
CC1CN2C=NC(N3CCN(C(=O)Nc4ccc(Cl)cc4F)CC3)=CC2=N1 (configuration not stated) | -2.0 | -2.9
NNC(=O)c1nn(-c2cccc(Cl)c2)cc(Sc2ccc(Cl)cc2)c1=O | -12.7 | .
Cc1cccc(Cn2cc(S(=O)(=O)N3CCOCC3)ccc2=O)c1 | -3.7 | -12.8
COc1ccc(CCN2COc3ccc4c5c(oc4c3C2)C(=O)c2ccccc2C5=O)cc1OC | -3.3 | 43.5
CC(=O)NN(C)c1ccc(C(F)(F)F)cc1NS(=O)(=O)c1cc(C(F)(F)F)cc(C(F)(F)F)c1 | -10.1 | .
Cc1cccc(N2C=C(C(=O)N3CCOCC3)S(=O)(=O)c3ccccc32)c1 | 5.0 | -3.8
CCOc1cc(CN2CCCC2c2c(C)noc2C)ccc1OCC(N)=O (configuration not stated) | 3.9 | -1.7
O=C1C2CC=CCC2C(=O)N1CNc1ccc(F)cc1 (configuration not stated) | 3.9 | 3.0
COc1ccc(OC)c(NC(=O)CC2CCCCC2)c1 | -3.8 | -3.3

Copied from the list.
Cn1c(Cl)cnc1C1CC(c2cc(Cl)ccc2O)=NN1 (configuration not stated) in Pf apPOL block is listed with 3.0
Cc1cccc(N2C=C(C(=O)N3CCOCC3)S(=O)(=O)c3ccccc32)c1 in Pf apPOL block is listed with 5.0
O=[N+]([O-])c1cccc(-c2nnc(C3c4ccccc4Oc4ccccc43)o2)c1 in Pf apPOL block is listed with 7.6
COc1ccc(CCN2COc3ccc4c5c(oc4c3C2)C(=O)c2ccccc2C5=O)cc1OC in mHTT-CaM PPI inh is listed with 43.5
CC1CN2C=NC(N3CCN(C(=O)Nc4ccc(Cl)cc4F)CC3)=CC2=N1 (configuration not stated) in mHTT-CaM PPI inh is listed with -2.9
COc1ccc(OC)c(NC(=O)CC2CCCCC2)c1 in mHTT-CaM PPI inh is listed with -3.3
CCOc1cc(CN2CCCC2c2c(C)noc2C)ccc1OCC(N)=O (configuration not stated) in mHTT-CaM PPI inh is listed with -1.7

Compound profiles, from the list above.
Entry for CCOc1cc(CN2CCCC2c2c(C)noc2C)ccc1OCC(N)=O (configuration not stated) = Pf apPOL block = 3.9; mHTT-CaM PPI inh = -1.7
Entry for O=[N+]([O-])c1cccc(-c2nnc(C3c4ccccc4Oc4ccccc43)o2)c1 = Pf apPOL block = 7.6; mHTT-CaM PPI inh = .

Continuation.
SMILES | Pf apPOL block | mHTT-CaM PPI inh
O=C(O)C1CSC(c2cc(Cl)cc(Cl)c2O)N1 (configuration not stated) | 0.4 | 91.0*
COc1ccc(-n2ncc3c(Nc4cccc(C)c4C)ncnc32)cc1 | -13.0 | 10.0
Cc1ccc(C(=O)NCc2ccc(Cl)cc2)c(Cl)c1 | -5.4 | -0.3
COc1ccc(C2=NOC(C(=O)N3CCN(c4ccc(F)cc4)CC3)C2)cc1 (configuration not stated) | 10.9 | -5.1
Nc1nc2ccccc2n1CCOc1ccc(Br)cc1 | -2.3 | 73.1*
O=c1[nH]cnc2c1nc(N1CCNCC1)n2C1OC(CO)C(O)C1O (configuration not stated) | . | -4.7
O=C(CSc1nnc(Cc2ccccc2)n1-c1ccccc1)c1cccs1 | -5.2 | 11.8
Cn1c(N2CCC(C(=O)NC3CCCC3)CC2)cc(=O)n(C)c1=O | 3.9 | 32.1
O=C(NCCCN1CCOCC1)C1CCCN(c2nccnc2Sc2ccccc2)C1 (configuration not stated) | -0.1 | -1.3
COc1ccc(C(=O)O)cc1S(=O)(=O)Nc1cc([N+](=O)[O-])ccc1C | 4.5 | -3.6
CCC(CC)C(=O)Oc1cc(C)[nH]c(=O)c1[N+](=O)[O-] | 2.3 | 32.2
COc1ccc(NC(=O)c2cc(-c3ccccn3)nc3ccccc23)cc1 | -10.4 | -0.7
CC(C)NC(=O)N1CCCC(c2cccc(C(=O)NCc3ccccc3C(F)(F)F)c2)C1 (configuration not stated) | -1.2 | 4.1
CN1C(=O)CCc2cc(NC(=O)c3ccncc3)ccc21 | -1.9 | -2.3
O=C(Nc1nc(-c2cc(Cl)ccc2Cl)cs1)c1ccc(N2C(=O)CCC2=O)cc1 | -0.1 | -5.9
COCCCNC(=O)c1cc2c(s1)CN(C1CCCC1)C2 | -4.0 | -2.2
CCCNS(=O)(=O)c1ccc(F)c(C(=O)Nc2ccc(Cl)c(Cl)c2)c1 | -3.8 | 5.0
COc1ccc(CNc2c([N+](=O)[O-])c(=O)oc3ccccc23)cc1 | -1.1 | 14.0
CCC(=O)N1CCc2ccccc2C1C(=O)NCc1cc(OC)ccc1OC (configuration not stated) | -2.4 | 5.7
CSC1=NSC2=NC(=O)/C(=C\c3ccc(N(C)C)cc3)C(=N)N12 | 0.8 | 5.0
CCc1nc(NCC2CC2)c2c(C)nn(-c3ccccc3)c2n1 | -2.8 | -17.7
O=C1NC(c2cccs2)Nc2ccc([N+](=O)[O-])cc21 (configuration not stated) | 5.7 | .
CC(C)(C)c1cc(CC(=O)O)c2c(c1)C(C)(C)CC2 | -0.3 | 11.0
O=C(c1cnn(-c2ccccc2)n1)N1CCN(c2ccc(-c3ccco3)nn2)CC1 | 11.8 | 4.4
Nc1cccc2c(S(=O)(=O)NC3CCCCC3)cccc12 | -1.8 | .
Cc1cc(C)c(C#N)c(=S)[nH]1 | -8.9 | .
O=[N+]([O-])c1ccc(N=Nc2ccc3c(c2)[nH]c2ccccc23)cc1 | -11.8 | .
CCn1c(SC)nnc1-c1nn(C)c2c1CN(C(=O)c1cccc(OC)c1)CC2 | -1.4 | 7.3
CN1CCN(c2c3c(c(C#N)c4nc5ccccc5n24)CCCC3)CC1 | 1.6 | 1.0
O=C1C(Nc2ccc(Br)cn2)=C([n+]2ccccc2)C(=O)N1c1ccccc1 | . | 4.2
CCc1nnc(NC(=O)CSC2=NC(=O)C(NC(C)=O)C(=O)N2)s1 (configuration not stated) | -6.6 | 2.0
Cc1ccc(NS(=O)(=O)c2cc3c(s2)CCN(C(=O)C2CC2)C3)cc1C | 2.0 | 11.0
O=C(Nc1ccccc1)Nc1cccc([N+](=O)[O-])c1 | -1.5 | -2.2
Cc1cccc(N2CCN(C(=O)c3noc4c3CCCC4)CC2)c1C | -2.6 | -24.1
COCCNC(=O)Cc1ccc(NC(=O)Cc2ccc(Cl)cc2)cc1 | -15.0 | -5.4
N#CC(=CNc1cc(C(F)(F)F)cc(C(F)(F)F)c1)S(=O)(=O)Cc1ccc(Cl)cc1 | -3.2 | .
O=C(NCCn1nc(-c2ccco2)ccc1=O)c1ccc2ncsc2c1 | 6.8 | 7.8
Cc1ccsc1C(=O)NCc1ccc(N2CCCCCC2)nc1 | -6.5 | 32.7
Cc1ccnc(N2CCCC(C(=O)NCCN3CCN(c4cccc(Cl)c4)CC3)C2)n1 (configuration not stated) | -3.6 | 11.3
COc1ccc(C=C2Oc3cc(OC(=O)c4cc(OC)c(OC)c(OC)c4)ccc3C2=O)cc1 | -2.8 | 0.9
CCn1c(C2CCN(C(=O)c3ccc(Cl)cc3)C2)nc2cccnc21 (configuration not stated) | -3.1 | -0.4
O=C(c1n[nH]c2ccccc12)N1CCC(C(=O)N2CCN(c3ccccc3)CC2)CC1 | -3.1 | -8.9
CCSc1nnc(NC(=O)Cn2c(=O)oc3ccccc32)s1 | -2.8 | -7.0
Cc1ccc(-c2ncc(C(=O)N3CCCC3)c(N3CCCCC3)n2)cc1 | -6.1 | 22.1
CS(=O)(=NC(=O)c1cccnc1Oc1ccccc1)c1ccc(Cl)cc1 (configuration not stated) | -8.1 | .
NC(=O)c1ccsc1NC(=O)c1ccc(S(=O)(=O)N2CCc3ccccc3C2)cc1 | 5.1 | -11.2
O=C(c1cc2nc(-c3cccs3)cc(C(F)(F)Cl)n2n1)N1CCOCC1 | -5.1 | 4.0
O=C(c1cccc2[nH]ccc12)N1CCC2(CC1)NC(=O)N(Cc1ccc(Cl)cc1)C2=O | -2.3 | 29.0
O=c1nc(/C=C/c2ccc(-c3ccc(Br)cc3)o2)cc(C(F)(F)F)[nH]1 | -4.2 | 99.0*
Cn1cc(C(=O)NCCn2nc(-c3ccco3)ccc2=O)nn1 | 1.4 | -4.9
CC1=NN(c2ccc(Cl)c(Cl)c2)C(=O)/C1=C/c1cc([N+](=O)[O-])ccc1O | -2.8 | 10.0
COc1ccccc1Oc1ccccc1OC | 0.6 | -6.8
O=[N+]([O-])c1ccccc1S(=O)(=O)N1CCN(c2ccccc2F)CC1 | -14.0 | 10.8
COc1cc(/C=C2/SC(=N)NC2=O)cc(OC)c1O | -10.5 | 11.0
O=C1Cc2ccccc2C(c2ccc(Br)cc2)N1 (configuration not stated) | -6.0 | .
CCOc1ccccc1CN1CCc2cc(OC)c(OC)cc2C1 | -1.5 | 1.2
CCC(=O)N1c2ccc(S(=O)(=O)Nc3ccc(C)c(C)c3)cc2CC1C (configuration not stated) | 16.8 | 2.0
CCOc1cc(C2C3=C(Nc4c2c(=O)n(C)c(=O)n4C)c2ccccc2C3=O)ccc1O (configuration not stated) | 0.1 | 11.0
CCC(=O)Nc1ccc2c(c1)N(C(C)=O)c1ccccc1CC2 | 9.8 | -5.9
O=C(CCn1cnc2ccccc2c1=O)NC1CC(O)C(CO)C1 (configuration not stated) | -2.7 | -1.0

Continuation.
SMILES | Pf apPOL block | mHTT-CaM PPI inh
CCc1ccc(C2NC(=S)NC3=C2C(=O)CC(C)(C)C3)cc1 (configuration not stated) | -1.6 | 0.6
COc1ccccc1C(=O)N1CCc2c(c(C(=O)NCc3ccc(F)cc3)nn2C)C1 | -12.1 | 71.3*
O=c1ccc(-c2noc(-c3ccc4ccccc4n3)n2)c[nH]1 | 0.8 | -5.4
CCn1c(CC2CCN(C(=O)c3cc(OC)cc(OC)c3)C2)nc2cccnc21 (configuration not stated) | -12.6 | -1.3
CC(NC(=O)COc1ccc(Br)cc1)c1ccccc1 (configuration not stated) | -7.7 | -16.3
O=C(c1ccccc1C(F)(F)F)N1CCc2c(nc3cc[nH]n3c2=O)C1 | 6.2 | 0.5
CC(C)(C)n1cnnc1Sc1ncccc1[N+](=O)[O-] | -7.4&-7.5 | .
COc1ccc(C2=C(CN(C)C)C(c3ccccc3)c3ccccc3O2)cc1OC (configuration not stated) | 6.0 | 35.0
CCOC(=O)[C@@H]1CSCCS(=O)(=O)N1 | -0.1 | 9.7
CC(C)c1nnc(NC(=O)CCCOc2ccc(Cl)cc2)s1 | 4.4 | -3.5
CC(=O)C(N=Nc1c(C)nn(C)c1C)=C(C)O | -7.1 | .
Cc1noc(Cc2nnc(-c3ccc(C)c(F)c3)o2)n1 | -7.9 | -0.4
CC(=O)Nc1cccc(-c2cc3c(c4c2ccn4C)C2CCC3C2)c1 (configuration not stated) | -2.4 | 48.5
COc1ccc(-c2ccc(/C=C3\C(=O)NN(c4ccc(C)c(Cl)c4)C3=O)o2)c([N+](=O)[O-])c1 | 1.6 | 2.0
Cc1cc2c(N3CCC(C(=O)Nc4cccc(C(F)(F)F)c4)CC3)nccc2s1 | -0.6 | 80.9*
O=C(c1cnccn1)N1CCC(Oc2cc(N3CCCCC3)ncn2)C1 (configuration not stated) | -2.0 | 0.8
CC(=O)Nc1ccc(/C=C2\SC(=Nc3ccccc3)NC2=O)cc1 | -3.7 | 3.0
Nn1c(=S)[nH]c2ccccc2c1=O | . | -1.3
O=C(Nc1ccc(CC(=O)N2CCOCC2)cc1)c1ccco1 | -2.1 | -18.0
CCCC(=O)Nc1nc(-c2ccccc2)cs1 | -5.9 | 4.3
COc1cc(C(=O)Nc2ccc3oc(-c4ccncc4)nc3c2)cc(OC)c1OC | -6.0 | 34.5
CCc1ccc(NC(=O)CSc2nnc(-c3cccnc3)n2C2CCCCC2)cc1 | -14.7 | 23.0
CC(=O)N1CCc2sc(S(=O)(=O)NCc3ccccc3Cl)cc2C1 | -2.0 | 4.3
CC(C)n1c(C2CCN(C(=O)NC3CCCC3)C2)nc2ccncc21 (configuration not stated) | 2.8 | 2.1
CCCCC1=NN(S(=O)(=O)c2ccc(C)cc2)C(O)(C(F)(F)F)C1 (configuration not stated) | -6.4 | 0.0
CC(C)c1ccc(OCC(=O)Nc2ccccc2[N+](=O)[O-])cc1 | -7.3 | 3.8
